Growth percent in the NCI-60 one-dose screen (48 h, 10 µM unless noted): 100 = growth as untreated, 0 = no growth, -100 = all killed.
HS 578T: HS 578T breast cancer | 78,000 compounds, 4.1% hits | AID 1794788
MDA-MB-435: MDA-MB-435 melanoma | 82,000 compounds, 7.8% hits | AID 1794794
SK-MEL-5: SK-MEL-5 melanoma; 80,000 compounds, 6.4% hits; AID 1794755
T-47D: T-47D breast cancer | 79,000 compounds, 5% hits | AID 1794792
SK-MEL-28: SK-MEL-28 melanoma | 81,000 compounds, 4.1% hits | AID 1794761
BT-549: BT-549 breast cancer. 78,000 compounds, 4.4% hits. AID 1794793
SK-MEL-2: SK-MEL-2 melanoma. 77,000 compounds, 4.7% hits. AID 1794763
LOX IMVI: LOX IMVI melanoma; 79,000 compounds, 7.4% hits; AID 1794757
Starred values were filed as active, the others as inactive; & = joins results of further samples. How the source made its calls: active means growth percent below 10; inactive means the rest.

For COc1ccc(-c2nn(-c3cccc(Cl)c3)cc2C2CC(c3ccccc3)=NN2)cc1 (centres undefined) the results were HS 578T 99, MDA-MB-435 100, SK-MEL-5 98, T-47D 93, SK-MEL-28 102, BT-549 128, SK-MEL-2 126 and LOX IMVI 93.
For NS(=O)(=O)c1ccc(NC(=O)Nc2cnn(-c3ccc(S(N)(=O)=O)cc3)c2-c2ccccc2)cc1 the results were HS 578T 100, MDA-MB-435 100, SK-MEL-5 108, T-47D 98, SK-MEL-28 99, BT-549 104, SK-MEL-2 100 and LOX IMVI 99.
COc1cc(Nc2nc3ccccc3cc2C(=O)Nc2ccc(F)cc2)cc(OC)c1OC was read as HS 578T 74, MDA-MB-435 48, SK-MEL-5 58, T-47D 21, SK-MEL-28 77, BT-549 78, SK-MEL-2 99 and LOX IMVI 61.
COc1ccc(-c2c(C(N)=O)c(N)n(Cc3nc4ccccc4[nH]3)c(=O)c2C#N)c(OC)c1 was read as HS 578T 99, MDA-MB-435 109, SK-MEL-5 97, T-47D 90, SK-MEL-28 109, BT-549 105, SK-MEL-2 99 and LOX IMVI 96.
For CC(C)=CCC[C@](C)(O)[C@H]1CC[C@]2(C)[C@@H]1CC[C@@H]1[C@@]3(C)C/C(=C/c4cccnc4)C(=O)C(C)(C)[C@@H]3CC[C@]12C the results were HS 578T 86, MDA-MB-435 92, SK-MEL-5 90, T-47D 91, SK-MEL-28 98, BT-549 90, SK-MEL-2 107 and LOX IMVI 99.
`Cc1ccc(S(=O)C(c2ccccc2)c2ccccc2)cc1` (centres undefined) gave HS 578T 105, MDA-MB-435 107, SK-MEL-5 96, T-47D 83, SK-MEL-28 111, BT-549 106, SK-MEL-2 100 and LOX IMVI 91.
Screening C=CCOc1c(OC)cccc1OC returned HS 578T 101, MDA-MB-435 111, SK-MEL-5 96, T-47D 87, SK-MEL-28 108, BT-549 108, SK-MEL-2 101 and LOX IMVI 102.
O=C(Nc1cc(F)cc2cccnc12)c1cnc(N2CCC(O)C2)cn1 (centres undefined) was read as HS 578T 104, MDA-MB-435 100, SK-MEL-5 96, T-47D 37, SK-MEL-28 102, BT-549 104, SK-MEL-2 106 and LOX IMVI 103.
N#CN1CC[C@H](C(=O)Nc2ncc(-c3ccccc3)s2)C1 was read as HS 578T -7.4*, MDA-MB-435 1.0*, SK-MEL-5 -56*, T-47D -44*, SK-MEL-28 5.3*, BT-549 -5.3*, SK-MEL-2 -44* and LOX IMVI 4.1*.
`CCN(CC)CCCC(C)Nc1ccnc2c(OC)cccc12` (centres undefined) gave HS 578T 127, MDA-MB-435 118, SK-MEL-5 111, T-47D 119, SK-MEL-28 119, BT-549 118, SK-MEL-2 127 and LOX IMVI 107.
For CC(C)c1nc2ccccc2n1Cc1n[nH]c(=S)o1 the results were HS 578T 83, MDA-MB-435 98, SK-MEL-5 98, T-47D 98, SK-MEL-28 117, BT-549 99, SK-MEL-2 99 and LOX IMVI 104.
Screening CCOC(=O)CC(C(=O)OCC)C(C)c1ccccc1 (centres undefined) returned HS 578T 98, MDA-MB-435 100, SK-MEL-5 96, T-47D 102, SK-MEL-28 92, BT-549 102, SK-MEL-2 108 and LOX IMVI 100.
`CCOC(=O)c1nnc(-c2ccccc2)nc1Cl` gave HS 578T 106, MDA-MB-435 104, SK-MEL-5 109, T-47D 97, SK-MEL-28 105, BT-549 86, SK-MEL-2 110 and LOX IMVI 92.
Screening O=C1OCc2ccc([N+](=O)[O-])cc21 returned HS 578T 118, MDA-MB-435 121, SK-MEL-5 100, T-47D 98, SK-MEL-28 113, BT-549 104, SK-MEL-2 109 and LOX IMVI 96.
Nc1ncc(Oc2ccc(Cl)cc2Cl)c(=S)[nH]1 was read as HS 578T 103, MDA-MB-435 106, T-47D 105, SK-MEL-28 106, BT-549 125, SK-MEL-2 98 and LOX IMVI 107.
Screening CCN(CC)CCCC(C)Nc1ccnc2c1ccc1c(NC(C)CCCN(CC)CC)ccnc12 (centres undefined) returned HS 578T 117, MDA-MB-435 95, SK-MEL-5 92, T-47D 93, SK-MEL-28 100, BT-549 101, SK-MEL-2 99 and LOX IMVI 91.
COc1ccc(C(=O)OC(c2cc3c(cc2Br)OCO3)C(C)Br)cc1 (centres undefined) was read as HS 578T 90, MDA-MB-435 100, SK-MEL-5 94, T-47D 68, SK-MEL-28 103, BT-549 101, SK-MEL-2 91 and LOX IMVI 93.
Screening Cc1c(O)ccc(SC#N)c1C returned HS 578T 124, MDA-MB-435 105, SK-MEL-5 106, T-47D 94, SK-MEL-28 100, BT-549 104, SK-MEL-2 103 and LOX IMVI 101.
COc1cccc(COC(=O)Nc2ccccc2)c1OC was read as HS 578T 115, MDA-MB-435 92, SK-MEL-5 98, T-47D 93, SK-MEL-28 102, BT-549 107 and LOX IMVI 103.
Screening COC(=O)C(Cc1cccc(-c2ccco2)c1)NC(=O)OCc1ccccc1 (centres undefined) returned HS 578T 97, MDA-MB-435 100, SK-MEL-5 98, T-47D 81, SK-MEL-28 107, BT-549 100, SK-MEL-2 102 and LOX IMVI 93.
`NNS(=O)(=O)c1ccccc1` gave HS 578T 102, MDA-MB-435 107, SK-MEL-5 97, T-47D 94, SK-MEL-28 108, BT-549 115, SK-MEL-2 117 and LOX IMVI 100.
Screening Cc1cccc(-c2nnc(-c3cccc4ccccc34)o2)c1 returned HS 578T 110, MDA-MB-435 105, SK-MEL-5 90, T-47D 44, SK-MEL-28 112, BT-549 104, SK-MEL-2 111 and LOX IMVI 79.
`COc1cccc(-c2nn(-c3ccccc3)cc2-c2ccnc(NCCCNC(=O)Nc3ccc(F)cc3)c2)c1` gave HS 578T -3.5*, MDA-MB-435 -59*, SK-MEL-5 -71*, T-47D 4.8*, SK-MEL-28 -3.5*, BT-549 -21*, SK-MEL-2 -41* and LOX IMVI 3.5*.
For COc1ccc(OCCC(=O)O)cc1 the results were HS 578T 101, MDA-MB-435 99, SK-MEL-5 110, T-47D 107, SK-MEL-28 107, BT-549 112, SK-MEL-2 115 and LOX IMVI 103.
`Cc1cc(C)nc(Nc2ncc(C(=O)NCCc3c(C)[nH]c4ccccc34)cn2)c1` gave HS 578T 98, MDA-MB-435 94, SK-MEL-5 94, T-47D 89, SK-MEL-28 96, BT-549 97, SK-MEL-2 101 and LOX IMVI 106.
Screening O=C1CCCN1C1CCN2c3ccccc3CCc3cccc1c32 (centres undefined) returned HS 578T 97, MDA-MB-435 99, SK-MEL-5 92, T-47D 85, SK-MEL-28 108, BT-549 111, SK-MEL-2 103 and LOX IMVI 83.
Screening O=C(O)COCC(=O)O returned HS 578T 117, MDA-MB-435 109, SK-MEL-5 102, T-47D 129, SK-MEL-28 98, BT-549 122, SK-MEL-2 107 and LOX IMVI 101.
`CN1CCN(c2cc(-c3ccncc3)c(-c3ccc4ccccc4c3)nn2)CC1` gave HS 578T 105, MDA-MB-435 100, SK-MEL-5 96, T-47D 74, SK-MEL-28 105, BT-549 81, SK-MEL-2 102 and LOX IMVI 99.
CC1CN(C(C)C)C(=S)N(c2ccccc2)C1=O (centres undefined) was read as HS 578T 98, MDA-MB-435 96, SK-MEL-5 98, T-47D 166, SK-MEL-28 122, BT-549 101, SK-MEL-2 98 and LOX IMVI 93.
For NC(=O)c1cc(Br)ccc1NC(=O)/C=C/c1ccccc1 the results were HS 578T 16, MDA-MB-435 -7.3*, SK-MEL-5 12, T-47D 36, SK-MEL-28 42, BT-549 90, SK-MEL-2 48 and LOX IMVI 52.
For C/C(=C(/c1ccc(Cl)cc1)c1ccc(OCCN2CCCC2)cc1)c1ccccc1 the results were MDA-MB-435 55, SK-MEL-5 15, T-47D 72, SK-MEL-28 62, BT-549 73 and LOX IMVI 31.
For C/C=C\C(=O)OC the results were HS 578T 109, MDA-MB-435 100, SK-MEL-5 100, T-47D 90, SK-MEL-28 118, BT-549 96, SK-MEL-2 99 and LOX IMVI 100.
For O=c1n(Cc2nc(-c3ccc(F)cc3)n[nH]2)cnn1-c1ccccc1 the results were HS 578T 110, MDA-MB-435 105, SK-MEL-5 101, T-47D 42, SK-MEL-28 109, BT-549 73, SK-MEL-2 84 and LOX IMVI 97.
Screening CC(C)N1CCN(c2ccc(OC[C@H]3CO[C@](Cn4cncn4)(c4ccc(Cl)cc4Cl)O3)cc2)CC1 returned HS 578T 84, MDA-MB-435 70, SK-MEL-5 48, T-47D 105, SK-MEL-28 63, BT-549 84, SK-MEL-2 95 and LOX IMVI 87.
For Cc1ccc2nc(C)c(C(=O)NCc3ccc(OCc4cn(Cc5ccc([N+](=O)[O-])cc5)nn4)cc3)n2c1 the results were HS 578T 85, MDA-MB-435 91, SK-MEL-5 59, T-47D 45, SK-MEL-28 93, BT-549 72, SK-MEL-2 91 and LOX IMVI 89.
`CCCCN(CCCC)CCCCCCCCC(O)c1cc2ccccc2c2ccccc12` (centres undefined) gave HS 578T 74, MDA-MB-435 67, SK-MEL-5 70, T-47D 32, SK-MEL-28 80, BT-549 67, SK-MEL-2 85 and LOX IMVI 49.
Screening NC(=O)C(C1=CCCCC1)c1ccccc1 (centres undefined) returned HS 578T 101, MDA-MB-435 103, SK-MEL-5 110, T-47D 101, SK-MEL-28 118, BT-549 105, SK-MEL-2 107 and LOX IMVI 95.
For COc1ccc(-c2c(N)cnc(C(=O)O)c2C)c(OCc2ccccc2)c1OC the results were HS 578T 99, MDA-MB-435 104, SK-MEL-5 100, T-47D 92, SK-MEL-28 120, BT-549 102, SK-MEL-2 104 and LOX IMVI 102.
Oc1ccc(-c2nc3ccccc3nc2-c2ccc(O)cc2O)c(O)c1 was read as HS 578T 82, MDA-MB-435 92, SK-MEL-5 100, T-47D 103, SK-MEL-28 115, BT-549 95, SK-MEL-2 107 and LOX IMVI 92.
`CC(=O)N(C)c1ccc(O)cc1` gave HS 578T 119, MDA-MB-435 108, SK-MEL-5 102, T-47D 95, SK-MEL-28 105, BT-549 100, SK-MEL-2 97 and LOX IMVI 104.
For O=[N+]([O-])c1ccc(/C=C/c2ccc([N+](=O)[O-])cc2S(=O)(=O)O)c(S(=O)(=O)O)c1 the results were HS 578T 119, MDA-MB-435 101&104, SK-MEL-5 102&103, T-47D 92&104, SK-MEL-28 105&105, BT-549 92&107, SK-MEL-2 102&105 and LOX IMVI 98&104.
O=S(=O)(Nc1ccc(Cl)nn1)c1ccc(NC(=S)/N=C2\Cc3n[nH]c(=S)n3N2)cc1 was read as HS 578T 100, MDA-MB-435 103, SK-MEL-5 105, T-47D 113, SK-MEL-28 108, BT-549 105, SK-MEL-2 105 and LOX IMVI 93.
CN1C2CC(c3ccccc3)=NN(C(N)=O)C2C2CC(c3ccccc3)=NN(C(N)=O)C21 (centres undefined) was read as HS 578T 117, MDA-MB-435 95, SK-MEL-5 107, T-47D 89, SK-MEL-28 107, BT-549 72, SK-MEL-2 106 and LOX IMVI 101.
For CCCCc1oc2ccc([N+](=O)[O-])cc2c1C(=O)c1ccc(C#Cc2ccc(F)cc2)cc1 the results were HS 578T 105, MDA-MB-435 89, SK-MEL-5 97, T-47D 73, SK-MEL-28 96, BT-549 108, SK-MEL-2 101 and LOX IMVI 87.
Screening O=[N+]([O-])c1cc(F)ccc1Nc1cccc(F)c1 returned HS 578T 106, MDA-MB-435 104, SK-MEL-5 100, T-47D 105, SK-MEL-28 107, BT-549 94, SK-MEL-2 109 and LOX IMVI 107.
Screening Cc1cc2c(cc1C)NC(=O)CC(c1ccccc1)=N2 returned HS 578T 118, MDA-MB-435 109, SK-MEL-5 108, T-47D 99, SK-MEL-28 117, BT-549 117, SK-MEL-2 127 and LOX IMVI 95.
For CCOC(=O)c1cnc2c(-c3ccc(Br)cc3)cnn2c1 the results were HS 578T 107, MDA-MB-435 97, SK-MEL-5 95, T-47D 92, SK-MEL-28 98, SK-MEL-2 109 and LOX IMVI 117.
Cn1c(=O)[nH]c(=O)c2nc(CC(=Nc3cccc(C(F)(F)F)c3)c3ccccc3)c(=O)[nH]c21 was read as HS 578T 94, MDA-MB-435 100, SK-MEL-5 94, T-47D 99, SK-MEL-28 104, BT-549 94, SK-MEL-2 104 and LOX IMVI 99.

Among those listed so far, these contain an NH in an aromatic ring.
COc1ccc(-c2c(C(N)=O)c(N)n(Cc3nc4ccccc4[nH]3)c(=O)c2C#N)c(OC)c1 was read as HS 578T 99, MDA-MB-435 109, SK-MEL-5 97, T-47D 90, SK-MEL-28 109, BT-549 105, SK-MEL-2 99 and LOX IMVI 96.
For CC(C)c1nc2ccccc2n1Cc1n[nH]c(=S)o1 the results were HS 578T 83, MDA-MB-435 98, SK-MEL-5 98, T-47D 98, SK-MEL-28 117, BT-549 99, SK-MEL-2 99 and LOX IMVI 104.
Nc1ncc(Oc2ccc(Cl)cc2Cl)c(=S)[nH]1 was read as HS 578T 103, MDA-MB-435 106, T-47D 105, SK-MEL-28 106, BT-549 125, SK-MEL-2 98 and LOX IMVI 107.
`Cc1cc(C)nc(Nc2ncc(C(=O)NCCc3c(C)[nH]c4ccccc34)cn2)c1` gave HS 578T 98, MDA-MB-435 94, SK-MEL-5 94, T-47D 89, SK-MEL-28 96, BT-549 97, SK-MEL-2 101 and LOX IMVI 106.
For O=c1n(Cc2nc(-c3ccc(F)cc3)n[nH]2)cnn1-c1ccccc1 the results were HS 578T 110, MDA-MB-435 105, SK-MEL-5 101, T-47D 42, SK-MEL-28 109, BT-549 73, SK-MEL-2 84 and LOX IMVI 97.
O=S(=O)(Nc1ccc(Cl)nn1)c1ccc(NC(=S)/N=C2\Cc3n[nH]c(=S)n3N2)cc1 was read as HS 578T 100, MDA-MB-435 103, SK-MEL-5 105, T-47D 113, SK-MEL-28 108, BT-549 105, SK-MEL-2 105 and LOX IMVI 93.
Cn1c(=O)[nH]c(=O)c2nc(CC(=Nc3cccc(C(F)(F)F)c3)c3ccccc3)c(=O)[nH]c21 was read as HS 578T 94, MDA-MB-435 100, SK-MEL-5 94, T-47D 99, SK-MEL-28 104, BT-549 94, SK-MEL-2 104 and LOX IMVI 99.
